ELG1 genotox: qHTS screen for small molecules that induce genotoxicity in human embryonic kidney (HEK293T) cells expressing luciferase-tagged ELG1; HEK293T ELG1-luciferase reporter, luminescence, 16 h; Potency, µM (series often up to 46 µM), without a hit: at the highest dose activity change, positive = activation, usual class: activators; actives 1.3% (n = 330,000); AID 504466, 2011; also: % of control where 0% means no effect; nearly all actives have a fitted effect of over 60% in size
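DMSO vehicle served as control against compound-treated ELG1-luciferase HEK293T cells; exposure lasted 16 hr at 37 °C and 5% CO2, followed by ONE-Glo luminescence detection after 30 min.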
MLL CXXC-DNA inh: qHTS Fluorescence Polarization Assay for Inhibitors of MLL CXXC domain - DNA interaction | actives 0.037% (n = 290,000) | AID 2662, 2010 | Potency, µM (top dose mostly 115 µM), inactives show at the top dose activity change, negative = inhibition, hits mostly inhibitors | MLL-CXXC / FITC-HOXA9 DNA fluorescence polarization; active = well fitted inhibition curve with a large enough effect in the polarisation, with a control signal flat, not every such curve was filed as active; inconclusive = small, poorly fitted or top-dose-only effect, or effect the other way, or a change in a side signal; inactive = no such curve, though single readings can be large or run the other way; the % refers to the polarisation
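Fluorescence polarization: 7 uM MLL-CXXC (stock) preincubated 5 min with compounds, then 50 nM fluorescein-HOX-A9 DNA (stock) added; 30 min ambient. Buffer 50 mM Tris-HCl pH 7.5, 50 mM NaCl, 1 mM DTT, 0.05% BSA.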
p53 reactivation: qHTS assay for re-activators of p53 using a Luc reporter; actives 0.063% (n = 320,000); Potency, µM (top dose mostly 92.2 µM), without a hit: at the top dose activity change, positive = activation, hits mostly activators; H1299 p53-A138V BP100-luciferase reporter, luminescence, 24 h; AID 504706, 2011; also: % of control where 0% means no effect; nearly all actives have a fitted effect of over 45% in size
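p53-null H1299 cells stably carrying temperature-sensitive p53-A138V and a BP100-luciferase reporter were pinned with compounds (4-point, 1:5 series) and held 24 hrs at 37 deg C. Luminescence was read 10 min after detection reagent.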
Gal4-VP16 FLuc: VP16 counterscreen qHTS for inhibitors of ROR gamma transcriptional activity. Drosophila S2 Gal4-VP16 UAS-luciferase, luminescence, 20 h. Potency, µM (top dose mostly 53.6 µM), inactives show at the highest dose activity, negative = inhibition, most hits filed as inhibitors. actives 3.5% (n = 310,000);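 also: Gal4-VP16 expression switched on by copper sulfate through the metallothionein promoter; % is scaled to controls: 0 for no effect and ±100 for the full control effect; nearly all actives have a fitted effect of over 50% in size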
RORg inh: qHTS for inhibitors of ROR gamma transcriptional activity. Potency, µM (top dose mostly 53.6 µM), inactives show at the highest dose activity change, negative = inhibition, hits mostly inhibitors. actives 5.4% (n = 310,000). Drosophila S2 Gal4-RORgamma UAS-luciferase reporter, 20 h; also: % is scaled to controls: 0 for no effect and ±100 for the full control effect; nearly all actives have a fitted effect of over 60% in size
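In this cell-based reporter format, copper sulfate (700 uM final) drives Gal4–ROR gamma fusion expression from a metallothionein promoter in Drosophila Schneider cells; compounds preincubated 1 hr, reporter read after 20 hr at ambient temperature.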
FLuc modulator: qHTS profiling assay for firefly luciferase inhibitor/activator using purifed enzyme and Km concentrations of substrates (counterscreen for miR-21 project); Luciferin 4-monooxygenase (Photinus pyralis), P08659; purified FLuc, Km substrates, luminescence inhibition; Potency, µM (series often up to 57.5 µM), inactives show at the highest dose activity change, negative = inhibition, hits mostly inhibitors; actives 6.9% (n = 360,000); AID 588342, 2011;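 also: plate controls were vehicle for no effect and reference inhibitor for full effect; nearly all actives have a fitted effect of over 55% in size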
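Purified P. pyralis luciferase (10nM final) with 10uM D-luciferin and 10uM ATP (Km levels) in 50mM Tris acetate pH 7.5, 10mM Mg acetate, 0.01% Tween-20, 0.05% BSA; qHTS 6-point titration, ~60 µM downward; luminescence read.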
MBNL1 CUG block: qHTS Assay for Inhibitors of MBNL1-poly(CUG) RNA binding. Muscleblind-like protein 1 (Homo sapiens), Q9NR56. TR-FRET MBNL1-His/biotin-(CUG)12 binding, 665/545 ratio. Potency, µM (highest dose often 57.5 µM), for inactives: at the top dose activity change, negative = inhibition, actives largely listed as inhibitors. actives 0.036% (n = 280,000). AID 2675, 2010; active = well fitted inhibition curve with a large enough effect in the signal ratio, with a control signal flat, not every such curve was filed as active; inconclusive = small, poorly fitted or top-dose-only effect, or effect the other way, or a change in a side signal; inactive = no such curve, though single readings can be large or run the other way; the % refers to the signal ratio; also: % is scaled to controls: 0 for no effect and ±100 for the full control effect
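His-tagged MBNL1 binding to biotinylated (CUG)12 RNA was measured by TR-FRET using terbium anti-His antibody (0.055 ng/ul final) and streptavidin-XL665 (5 nM final). Compounds were titrated 92 nM to 58 uM; 60 min at room temperature.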
Rab9 promoter act: qHTS Assay for Rab9 Promoter Activators; Huh7 Rab9 promoter-luciferase reporter, luminescence, 24 h; actives 2.8% (n = 320,000); Potency, µM (series often up to 9.22 µM), inactives show at the top dose activation, negative = inhibition, hits mostly activators; AID 485297, 2010; also: % of control where 0% means no effect; nearly all actives have a fitted effect of over 60% in size
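Steps: seed 1500 Huh7 Rab9-luc cells per well, rest 2 h at 37 °C; add compound in DMSO; incubate 24 h; add luciferase reagent, 10 min ambient; read luminescence.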
NPC1 prom act: qHTS Assay for NPC1 Promoter Activators. Huh7 NPC1 promoter luciferase reporter, 24 h. Potency, µM (highest dose often 9.22 µM), without a hit: at the highest dose activation, hits mostly activators. actives 2.4% (n = 320,000). AID 485313, 2010;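 also: % of control where 0% means no effect; nearly all actives have a fitted effect of over 60% in size; reporter is driven by a mutant NPC1 promoter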
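Luminescence from an NPC1 promoter-driven luciferase reporter in stably transfected Huh7 cells was measured after 24 h compound treatment at 37 °C, followed by 10 min ambient incubation with luciferase detection reagent.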
uPA surface inh: qHTS for Inhibitors of Cell Surface uPA Generation; actives 0.31% (n = 330,000); cell surface uPA generation assay, qHTS; Potency, µM (series often up to 38.3 µM), inactives show at the highest dose activity change, negative = inhibition, hits mostly inhibitors; active = well fitted inhibition curve with a large enough effect; inconclusive = small, poorly fitted or top-dose-only effect; inactive = no such curve, though single readings can be large or run the other way; tested in mouse RAW 264.7 cells; also: % is scaled to controls: 0 for no effect and ±100 for the full control effect; nearly all actives have a fitted effect of over 55% in size
BRCA1 expr up: qHTS Assay to Identify Small Molecule Activators of BRCA1 Expression | MCF7-BRCA1-FFLuc reporter, luminescence, 48 h; response scale: scaled: vehicle 0%, 10 µM genistein 100% | Potency, µM (highest dose often 46.1 µM), inactives show at the top dose activation, actives largely listed as activators | actives 1.1% (n = 380,000); also: nearly all actives have a fitted effect of over 80% in size; some results filed as inactive show a strong effect at the top dose
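Luminescence from a BRCA1-driven firefly luciferase in MCF7 cells was read after 48 h compound exposure at 37 C. Data normalized against DMSO and a 10microM genistein activation control, then curve-fitted across the titration.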
* = called active by the depositor; [ ] = another dose, or the depositor's remark. Unless noted, calls follow the shape of the dose curve; as a rule, active = well fitted curve in the direction sought with a large enough effect; inconclusive = small, poorly fitted or top-dose-only effect, or another doubt; inactive = no such curve, though single readings can be large; an effect the other way counts as inactive or inconclusive. Potency is read from the fitted curve at half-maximal effect.

`O=C(c1ccc(-c2ccc([N+](=O)[O-])cc2)o1)N1CCN(S(=O)(=O)c2cccs2)CC1` gave ELG1 genotox 0%, p53 reactivation 6%, FLuc modulator 7%, Rab9 promoter act -12%, NPC1 prom act -3%, uPA surface inh -4% and BRCA1 expr up -9%.
`Cc1oc(C(C)(C)C)cc1C(=O)Nc1cccc(/C=C\C(=O)O)c1` gave ELG1 genotox 9%, MLL CXXC-DNA inh 6%, p53 reactivation -2%, Gal4-VP16 FLuc -4%, RORg inh 36%, FLuc modulator 8.5µM*, MBNL1 CUG block inconclusive, Rab9 promoter act 2%, NPC1 prom act 2%, uPA surface inh 4% and BRCA1 expr up 5%.
Screening CC1=Nc2ccccc2/C1=C/c1sc(=N)n(-c2nccs2)c1O returned ELG1 genotox -1%, MLL CXXC-DNA inh inconclusive, p53 reactivation -36%[inhibitor], Gal4-VP16 FLuc 0.79µM*, RORg inh 0.63µM*, FLuc modulator inconclusive, MBNL1 CUG block 22%, Rab9 promoter act -8%, NPC1 prom act -1%, uPA surface inh -17% and BRCA1 expr up -51%.
`Cc1csc(=O)n1CCC(=O)OCC(=O)c1c(N)n(CC(C)C)c(=O)n(C)c1=O` gave ELG1 genotox -4%, p53 reactivation 4%, FLuc modulator -3%, Rab9 promoter act -11%, NPC1 prom act -2%, uPA surface inh -12% and BRCA1 expr up -6%.
CCC(C)(C)NC(=O)C1c2ccccc2Oc2ccccc21 was read as ELG1 genotox 2%, MLL CXXC-DNA inh 3%, p53 reactivation -3%, Gal4-VP16 FLuc -2%, RORg inh 22%, FLuc modulator -2%, MBNL1 CUG block -4%, Rab9 promoter act -2%, NPC1 prom act 0%, uPA surface inh -3% and BRCA1 expr up -18%.
O=C(/C=C/c1ccc(F)cc1)N1CCN(c2ccccn2)CC1 was read as ELG1 genotox 5%, MLL CXXC-DNA inh 5%, p53 reactivation 18%, Gal4-VP16 FLuc 0%, RORg inh 10%, FLuc modulator inconclusive, MBNL1 CUG block inconclusive, Rab9 promoter act -1%, NPC1 prom act -2%, uPA surface inh inconclusive and BRCA1 expr up 29%.
O=C1CN(C(=O)CSc2nc3ccccc3c(=O)n2CCCN2CCOCC2)c2ccccc2N1 was read as ELG1 genotox -2%, MLL CXXC-DNA inh 0%, p53 reactivation -5%, Gal4-VP16 FLuc -7%, RORg inh 36%, FLuc modulator 3%, Rab9 promoter act 2%, NPC1 prom act 1%, uPA surface inh -10% and BRCA1 expr up 1%.
For COc1ccc(CNC(=O)COC(=O)CCn2c(C)csc2=O)cc1OC the results were ELG1 genotox 0%, p53 reactivation 6%, FLuc modulator -1%, Rab9 promoter act 1%, NPC1 prom act 0%, uPA surface inh 1% and BRCA1 expr up -13%.
`COc1cccc(N(C(=O)Cc2cccs2)C(C(=O)NC2CCCC2)c2ccncc2)c1` (stereo not drawn) gave ELG1 genotox 24%, MLL CXXC-DNA inh 8%, p53 reactivation 9%, Gal4-VP16 FLuc 26%, RORg inh 13%, FLuc modulator inconclusive, MBNL1 CUG block 6%, Rab9 promoter act 0%, NPC1 prom act -2%, uPA surface inh -1% and BRCA1 expr up -3%.
`O=C(CCC(=O)NNC(=S)Nc1ccccc1)NCc1ccccc1` gave MLL CXXC-DNA inh -10%, Gal4-VP16 FLuc inconclusive, RORg inh 10µM*, FLuc modulator 2%, MBNL1 CUG block 3% and BRCA1 expr up -1%.
COCCOC(=O)C1=C(N)OC2=C(C(=O)CC(C)(C)C2)C1c1ccncc1 (stereo not drawn) was read as ELG1 genotox 3%, MLL CXXC-DNA inh 6%, p53 reactivation -3%, Gal4-VP16 FLuc 1%, RORg inh -7%, FLuc modulator -1%, MBNL1 CUG block -1%, Rab9 promoter act 0%, NPC1 prom act -5%, uPA surface inh -12% and BRCA1 expr up -8%.
`N#C/C(=C(/O)c1ccc([N+](=O)[O-])o1)c1nc2ccccc2[nH]1` gave ELG1 genotox -10%, MLL CXXC-DNA inh inconclusive, p53 reactivation 13%, Gal4-VP16 FLuc -9%, RORg inh 3%, FLuc modulator inconclusive, MBNL1 CUG block inconclusive, Rab9 promoter act 8%, NPC1 prom act -3%, uPA surface inh -14% and BRCA1 expr up -82%.
`CCN1CCN(C(=O)c2cc(S(=O)(=O)N3CCCCC3)ccc2Cl)CC1` gave ELG1 genotox -3%, MLL CXXC-DNA inh 7%, p53 reactivation 19%, Gal4-VP16 FLuc 4%, RORg inh 3%, FLuc modulator -1%, MBNL1 CUG block -4%, Rab9 promoter act 2%, NPC1 prom act 1%, uPA surface inh -11% and BRCA1 expr up -12%.
Screening O=C(Nc1ccc(N2CCN(Cc3ccccc3)CC2)cc1)c1cccnc1 returned ELG1 genotox -11%, MLL CXXC-DNA inh 3%, p53 reactivation -29%, Gal4-VP16 FLuc 1%, RORg inh -1%, FLuc modulator 5%, MBNL1 CUG block -7%, Rab9 promoter act -13%, NPC1 prom act -4%, uPA surface inh -1% and BRCA1 expr up -8%.
Cc1cccc(C(=O)Oc2ccccc2/C=N/Nc2ccc([N+](=O)[O-])cc2)c1 was read as ELG1 genotox -6%, MLL CXXC-DNA inh 7%, p53 reactivation inconclusive, Gal4-VP16 FLuc -2%, RORg inh inconclusive, FLuc modulator -2%, MBNL1 CUG block -1%, Rab9 promoter act -4%, NPC1 prom act 1%, uPA surface inh -1% and BRCA1 expr up -17%.
For O=C(O)CSc1nnc(-c2ccccc2Br)n1-c1cccc(C(F)(F)F)c1 the results were ELG1 genotox -1%, MLL CXXC-DNA inh -3%, p53 reactivation 16%, Gal4-VP16 FLuc -9%, RORg inh 13%, FLuc modulator -20%, MBNL1 CUG block -4%, Rab9 promoter act 0%, NPC1 prom act 0%, uPA surface inh 10% and BRCA1 expr up -11%.
Screening COc1ccc(Cc2noc(CN3CCCC(OCc4ccccn4)C3)n2)cc1OC (stereo not drawn) returned ELG1 genotox -4%, MLL CXXC-DNA inh -1%, p53 reactivation -5%, Gal4-VP16 FLuc -13%, RORg inh 14%, FLuc modulator -2%, MBNL1 CUG block -2%, Rab9 promoter act 0%, NPC1 prom act 1%, uPA surface inh -3% and BRCA1 expr up 16%.
For CC(Oc1ccc(F)cc1)C(=O)Nc1cc(S(=O)(=O)N2CCOCC2)ccc1N1CCCCC1 (stereo not drawn) the results were ELG1 genotox -9%, p53 reactivation -1%, FLuc modulator -1%, Rab9 promoter act -3%, NPC1 prom act -4%, uPA surface inh 7% and BRCA1 expr up -42%.
`CCOC(=O)c1c(C)[nH]c(C(=O)OC/C(O)=C(\C#N)c2nc3ccccc3[nH]2)c1C` gave ELG1 genotox 7%, MLL CXXC-DNA inh -14%, p53 reactivation -16%, Gal4-VP16 FLuc inconclusive, RORg inh inconclusive, FLuc modulator -14%, MBNL1 CUG block 2%, Rab9 promoter act -2%, NPC1 prom act 0%, uPA surface inh 2% and BRCA1 expr up -52%.
C=CCn1c(C)cc(C(=O)COc2ncnc3sccc23)c1C was read as ELG1 genotox 2.6µM*, MLL CXXC-DNA inh -12%, p53 reactivation 11%, Gal4-VP16 FLuc inconclusive, RORg inh -35%, FLuc modulator 2.4µM*, MBNL1 CUG block -6%, Rab9 promoter act 0.79µM*, NPC1 prom act 0.89µM*, uPA surface inh inconclusive and BRCA1 expr up inconclusive.
Screening NC(=O)NC(=O)COC(=O)CC12CC3CC(CC(C3)C1)C2 returned ELG1 genotox 5%, MLL CXXC-DNA inh 9%, p53 reactivation -3%, Gal4-VP16 FLuc 1%, RORg inh 13%, FLuc modulator -1%, MBNL1 CUG block -2%, Rab9 promoter act 0%, NPC1 prom act -3%, uPA surface inh 3% and BRCA1 expr up -8%.
`Cc1c(Cl)c(C(=O)NC2C3CC4CC(C3)CC2C4)nn1C` (stereo not drawn) gave ELG1 genotox 0%, MLL CXXC-DNA inh -4%, p53 reactivation 14%, Gal4-VP16 FLuc 1%, RORg inh -6%, FLuc modulator -1%, MBNL1 CUG block inconclusive, Rab9 promoter act 3%, NPC1 prom act -4% and BRCA1 expr up 2%.

An excerpt. The share of hits here may be higher or lower than overall.
